# LYPLA2 counter: blocks human lysophospholipase 2, a PME1 counter-screen | O95372 | recombinant LYPLA2, FP-Rh probe fluorescence polarization | inhibition, % at 5.9 µM | 320,000 compounds, 0.38% hits;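 active = inhibition above the screen-wide mean plus 3 SD, limit set per campaign, cut at about 26% in these data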;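 also: 0% = LYPLA2 with DMSO and 100% = wells lacking LYPLA2 enzyme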
# PAFAH2 inh: PAFAH2 (human) inhibition; Q99487; recombinant PAFAH2, FP-rhodamine activity probe, fluorescence polarization; inhibition, % at 3.39 µM; 340,000 compounds, 0.99% hits; AID 492956;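 active = inhibition above the mean over all tested compounds plus 3 SD, cut at about 30% in these data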;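 also: inhibitors block probe labeling of enzyme so polarization drops; 0% = enzyme with DMSO and 100% = wells lacking PAFAH2 protein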
# LYPLA1 counter: blocks human lysophospholipase 1, a PME1 counter-screen | O75608 | recombinant LYPLA1, FP-Rh probe fluorescence polarization | inhibition, % at 5.9 µM | 320,000 compounds, 0.16% hits;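 active = inhibition above the mean of all tested compounds plus 3 SD, set per campaign, cut at about 14% in these data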;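 also: inhibitors block serine hydrolase probe labeling of LYPLA1 so polarization falls; 0% = enzyme with DMSO and 100% = wells lacking LYPLA1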
# Target sequence (O75608 whole entry, looked up): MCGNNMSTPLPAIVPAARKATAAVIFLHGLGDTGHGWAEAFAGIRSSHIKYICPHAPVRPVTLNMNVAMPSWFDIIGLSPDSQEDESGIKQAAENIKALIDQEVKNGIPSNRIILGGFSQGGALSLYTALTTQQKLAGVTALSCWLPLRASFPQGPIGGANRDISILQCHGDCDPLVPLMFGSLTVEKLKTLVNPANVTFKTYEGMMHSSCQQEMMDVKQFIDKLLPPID
# PAD4 inh: blocks human protein arginine deiminase 4 | AID 485272 | recombinant PAD4, RCA probe fluorescence polarization | inhibition, % at 6.36 µM | 330,000 compounds, 0.41% hits;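 active = percent inhibition above a cutoff equal to the mean of all tested compounds plus 3 SD, cut at about 15% in these data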;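 also: 0% = PAD4 with RCA probe and DMSO and 100% = probe without PAD4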
# GSTO1 counter: counter-screen for RBBP9 inhibitors: inhibitors of human GSTO1; P78417; recombinant GSTO1, activity-based probe fluorescence polarization; inhibition, % at 5.96 µM; 300,000 compounds, 1.1% hits;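 active = inhibition above the campaign mean inhibition plus 3 SD, cut at about 35% in these data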;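 also: 0% = GSTO1-1 with DMSO and 100% = wells lacking GSTO1-1 enzyme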
# PAFAH1B2 inh: inhibitors of human PAFAH1B2; P68402; recombinant PAFAH1B2, FP-rhodamine activity probe, fluorescence polarization; inhibition, % at 3.39 µM; 340,000 compounds, 1.2% hits; AID 492953;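 active = inhibition above the mean of all tested compounds plus 3 SD, cut at about 24% in these data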;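 also: 0% = enzyme with DMSO and 100% = wells lacking PAFAH1B2; many of its hits are not listed in these tables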
# PREPL inhibitor: inhibits the human prolyl oligopeptidase-like enzyme; Q4J6C6; recombinant PREPL, fluorescence polarization activity-based probe; inhibition, % at 5.96 µM; 320,000 compounds, 0.68% hits; AID 2751; in the data active = inhibition above about 43%;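 also: 0% = enzyme with DMSO and 100% = wells lacking enzyme; many of its hits are not listed in these tables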
# Target sequence (Q4J6C6 whole entry, looked up): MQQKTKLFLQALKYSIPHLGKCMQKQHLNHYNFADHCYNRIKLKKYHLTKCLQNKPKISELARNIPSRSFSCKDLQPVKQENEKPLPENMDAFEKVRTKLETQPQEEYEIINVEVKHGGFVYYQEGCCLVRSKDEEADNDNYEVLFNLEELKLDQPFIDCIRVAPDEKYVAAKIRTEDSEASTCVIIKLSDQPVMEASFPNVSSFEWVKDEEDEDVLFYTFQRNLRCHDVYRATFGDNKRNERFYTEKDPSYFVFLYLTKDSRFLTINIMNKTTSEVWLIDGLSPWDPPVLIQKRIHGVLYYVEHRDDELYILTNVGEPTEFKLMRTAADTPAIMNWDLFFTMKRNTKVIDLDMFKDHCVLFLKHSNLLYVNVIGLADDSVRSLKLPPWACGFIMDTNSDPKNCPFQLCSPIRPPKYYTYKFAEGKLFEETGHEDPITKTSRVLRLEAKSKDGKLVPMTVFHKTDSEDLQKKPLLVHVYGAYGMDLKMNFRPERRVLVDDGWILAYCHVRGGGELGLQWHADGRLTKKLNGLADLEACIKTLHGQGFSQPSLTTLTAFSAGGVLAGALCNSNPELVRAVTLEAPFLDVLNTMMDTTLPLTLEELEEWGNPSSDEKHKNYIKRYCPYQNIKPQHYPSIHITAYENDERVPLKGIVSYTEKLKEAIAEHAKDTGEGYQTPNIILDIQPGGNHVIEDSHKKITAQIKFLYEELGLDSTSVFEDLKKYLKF
# PAFAH1B3 FP inh: blocks human PAF acetylhydrolase 1B catalytic subunit 3. recombinant PAFAH1B3, FP-rhodamine probe, fluorescence polarization. inhibition, % at 3.39 µM. 340,000 compounds, 0.28% hits. AID 492972;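 active = inhibition above the screen-wide average of all tested compounds plus 3 SD, cut at about 25% in these data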;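 also: 0% = enzyme with DMSO only and 100% = wells lacking PAFAH1B3 protein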
# pPAFAH inh: pPAFAH (human) enzyme inhibition | inhibition, % at 3.39 µM | recombinant pPAFAH, FP-rhodamine probe fluorescence polarization | Q13093 | 330,000 compounds, 1.5% hits;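 active = inhibition above the mean inhibition across the screen plus 3 SD, cut at about 25% in these data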;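 also: inhibitors block binding of the rhodamine activity-based probe so polarization drops; 0% = enzyme with DMSO and 100% = wells lacking pPAFAH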
# * hit, by the source's call; / = no result given.
canonical_smiles,LYPLA2 counter,GSTO1 counter,PAD4 inh,PAFAH1B2 inh,PREPL inhibitor,LYPLA1 counter,PAFAH2 inh,PAFAH1B3 FP inh,pPAFAH inh
C=CCSc1nc2c(cc1C#N)CCC2,10,-3,-4,2,7,0,1,-1,3
CCOC(=O)C(CCCOc1ccc(C)cc1)C(=O)OCC,-2,7,-7,11,13,0,1,7,3
Cc1ccc(-c2noc(-c3c(C)noc3C)n2)cc1,9,5,0,1,6,5,0,6,-1
Cc1ccc(S(=O)(=O)N2CCN(C(=O)CN3CCCC3)C2)cc1,-2,8,1,4,8,6,4,0,2
C=CCNC(=S)N1CCN(c2ncc(C(F)(F)F)cc2Cl)CC1,-3,-2,-1,1,-2,-2,2,13,0
CCc1ccc2[nH]c(=O)c(CN(CCN(CC)CC)C(=O)Nc3ccccc3OC)cc2c1,8,2,-4,2,7,1,7,3,2
O=C1CCC(=O)N1c1ccc(CSc2nnnn2C2CCCCC2)cc1,-1,1,-4,3,-9,-3,7,12,-4
CCCOc1ccc(Cc2c(Cl)nc(SC)nc2OC)cc1,1,1,-1,-1,7,-4,4,3,-1
CC(=O)c1cccc(NC(=O)Nc2cc3sccc3n2C)c1,-2,1,-3,/,29,-8,/,/,20
CC(C)(C)NC(=O)CSc1nncn1NCc1cccc2ccccc12,6,3,-5,17,2,2,0,-5,4
CCNCC(=O)N1c2ccccc2CCc2ccc(NC(C)=O)cc21,5,-2,-1,0,41,-1,2,4,5
CCCCn1c(C2CCCCC2)nc2cc3[nH]c(=O)c(C(C)C)nc3cc21,-2,3,-3,8,23,-5,-3,5,12
CCOP(=O)(c1ccc(N(C)C)cc1)C(O)c1ccccc1 (centres undefined),-6,5,-4,0,9,-5,-1,13,1
CCOc1ccc(CNCCCSc2ncccn2)cc1,10,1,1,9,-4,4,1,2,-1
Cc1ccc(C(=O)n2nc(-c3ccco3)nc2N)cc1,6,5,3,4,16,2,0,3,-1

# Overlap with the part before: 3 compounds; new compounds follow.
canonical_smiles,LYPLA2 counter,GSTO1 counter,PAD4 inh,PAFAH1B2 inh,PREPL inhibitor,LYPLA1 counter,PAFAH2 inh,PAFAH1B3 FP inh,pPAFAH inh
CCOP(=O)(c1ccc(N(C)C)cc1)C(O)c1ccccc1 (centres undefined),-6,5,-4,0,9,-5,-1,13,1
CCOc1ccc(CNCCCSc2ncccn2)cc1,10,1,1,9,-4,4,1,2,-1
Cc1ccc(C(=O)n2nc(-c3ccco3)nc2N)cc1,6,5,3,4,16,2,0,3,-1
CCOC(=O)c1c(NC(=O)C2CCN(S(=O)(=O)c3cccs3)CC2)sc(C)c1C,-2,-8,4,-2,8,-6,-3,1,-5
CC1CCCC(C)N1C(=O)COC(=O)c1n[nH]c(=O)c2ccccc12 (centres undefined),3,/,0,8,2,3,1,10,1
CCCCNC(=S)NNC(=O)c1sccc1C,1,2,-1,0,5,0,7,5,0
COC(=O)c1c(NC(=O)CN2C(=O)NC3(CCc4ccccc4C3)C2=O)sc2c1CCCCC2 (centres undefined),6,3,-3,-3,1,0,0,-8,4
Cc1ccc(S(=O)(=O)n2nc(C)c(Br)c2C)c(C)c1C,0,9,-4,3,11,1,-2,4,-8
Cc1csc(SCC(=O)Nc2ccccc2C)n1,2,/,-6,5,-1,0,1,9,-3
CC(C)(C)OC(=O)NCCCC1=CC2=CC(=O)C(C)(OC(=O)c3ccco3)C(=O)C2=CO1 (centres undefined),-6,7,10,/,-8,4,/,/,34*
COc1ccc(S(=O)(=O)N(Cc2ccccc2)c2ccccc2C(=O)N2CCOCC2)cc1,5,-2,5,7,4,0,-3,5,4
OCC1(Cc2cccc(Cl)c2)CCCN(Cc2cn[nH]c2C2CCCCC2)C1 (centres undefined),-5,1,-2,3,18,-4,-8,-4,-2
Nc1cc(N)nc(SCCc2ccccc2)n1,-5,3,5,11,-8,2,4,1,1
COc1ccccc1C(=O)Nc1ccc(Br)cc1C,-4,9,-3,-3,-4,-4,3,6,4
Cc1ccc(S(=O)(=O)N2CCOCC2)cc1NC(=O)CN1CCN(C)CC1,-5,/,1,-1,1,-3,-2,14,1
CCOc1cccc(C2/C(=C(/O)c3ccc4c(c3)CC(C)O4)C(=O)C(=O)N2Cc2cccnc2)c1 (centres undefined),5,-2,-4,0,-1,3,3,1,6
CC(=O)N1C(C(=O)O)CSC1c1cccc(C)c1 (centres undefined),-1,-4,-3,3,17,-1,-6,1,1
Cc1ccc(NC(=S)NCc2ccc3c(c2)OCO3)cc1,2,-4,1,-1,-2,1,5,12,2

# Structural class: the compounds so far with two or more sulfur atoms
canonical_smiles,LYPLA2 counter,GSTO1 counter,PAD4 inh,PAFAH1B2 inh,PREPL inhibitor,LYPLA1 counter,PAFAH2 inh,PAFAH1B3 FP inh,pPAFAH inh
CCOC(=O)c1c(NC(=O)C2CCN(S(=O)(=O)c3cccs3)CC2)sc(C)c1C,-2,-8,4,-2,8,-6,-3,1,-5
CCCCNC(=S)NNC(=O)c1sccc1C,1,2,-1,0,5,0,7,5,0
Cc1csc(SCC(=O)Nc2ccccc2C)n1,2,/,-6,5,-1,0,1,9,-3

# Additional results follow.
canonical_smiles,LYPLA2 counter,GSTO1 counter,PAD4 inh,PAFAH1B2 inh,PREPL inhibitor,LYPLA1 counter,PAFAH2 inh,PAFAH1B3 FP inh,pPAFAH inh
NS(=O)(=O)c1ccc(CNC(=S)NC2CC2)cc1,-1,-3,-2,-1,5,-3,-7,5,5
CCOc1ccc(CN(C)C(=O)[C@H](Cc2ccccc2)NC(=O)OCc2ccccc2)cc1OC,-2,4,-3,-8,2,-2,8,-4,18
Cc1cc(C)c(C)c(S(=O)(=O)Nc2ccccc2N2CCOCC2)c1C,/,/,0,4,10,/,-4,-3,3
CCOC(=O)Cn1c(=O)n(Cc2ccccc2)c(=O)c2cccnc21,-7,-1,-6,5,-1,-3,-5,7,2
Cc1oc(-c2ccccc2F)nc1CN1CCC(C(=O)NCc2ccco2)CC1,2,-2,-3,0,6,0,-3,9,-2
COc1cccc(N2CCN(C3C4CC5CC(C4)CC3C5)CC2)c1 (centres undefined),6,2,1,8,6,5,1,4,-1
C=CCN(CC(=O)NCC1CCCO1)C(=O)CCC(=O)Nc1cc(C)on1 (centres undefined),0,1,-7,3,5,2,1,10,-12
CCOC(=O)N1CCN(C(=O)C(c2ccccc2)c2ccccc2)CC1,2,-7,1,10,10,3,1,-3,1
Cc1cc(SCc2ccc([N+](=O)[O-])cc2)nc(=O)[nH]1,1,8,0,-2,19,-4,10,2,8
Cc1nnsc1NC(=O)OCC(C)(C)C,-5,-4,-4,2,-5,1,8,8,-4
CC(=O)n1cc([C@H]2C=C(C(=O)N3CCOCC3)O[C@@H](OCc3ccc(CO)cc3)C2)c2ccccc21,-1,3,3,-1,12,-5,6,3,-1
COc1ccc(NC(=O)CN(c2c(C)cccc2C)S(C)(=O)=O)cc1,0,3,0,0,-6,-2,-5,12,4
Cc1ccc(N/C=C(\[N+](=O)[O-])S(=O)(=O)c2ccccc2)cc1,3,0,-5,2,-8,0,11,9,-2
COc1cc(C(=O)OC2CSCC2NC(=O)c2ccccc2)cc(OC)c1OC (centres undefined),6,1,5,3,-2,-3,1,11,2
CC(C)Oc1ccc(C2CC(=O)N(Nc3ccc([N+](=O)[O-])cc3[N+](=O)[O-])C2=O)cc1 (centres undefined),6,2,-3,3,10,1,-1,2,3
Cc1ccc(F)cc1CNC(=O)C1CCC(=O)N(CCc2ccccc2)C1 (centres undefined),6,1,2,0,3,1,3,-5,3
CCOc1ccccc1CNC(=O)CCN1C(=O)COc2ccccc21,2,-2,-4,-4,10,-1,2,1,-2
CCn1c(=O)cc(OCC(=O)NCCCN2CCC(C)CC2)c2ccccc21,1,-4,-5,6,10,2,8,3,1
CCOC(=O)/C(N=Nc1c(Br)cc(Br)cc1Br)=C(\C)O,5,2,-4,6,11,1,-7,6,1
COc1ccccc1N1CCN(C(=O)c2ccc3[nH]c4c(c3c2)CCCC4)CC1,5,2,2,2,10,1,0,-3,7
Cc1cc2nc(SCC(=O)Nc3ccccc3C(=O)O)[nH]c2cc1C,-2,3,3,0,6,3,-6,2,3
COc1ccc2oc(C(=O)OCC(=O)NCc3ccco3)c(C)c2c1,2,1,1,-2,-4,-3,19,0,6
COc1ccc(NC(=O)c2ccc([N+](=O)[O-])o2)cc1,7,4,-10,6,-1,4,-4,5,2
CCOC(=O)Cc1cnc(N)s1,8,8,-3,2,30,3,3,4,2
O=C(N/N=C/c1ccncc1)NC12CC3CC(CC(C3)C1)C2,-2,-6,-1,7,3,-2,-6,3,0
CCN(C(=O)c1cc2c(=O)[nH]c3ccc(C)cc3c2s1)c1ccccc1C,5,-2,2,0,7,-4,-12,-7,5
CCOC(=O)[C@H]1[C@H]2COc3ccccc3[C@@H]2N2C(=O)c3cc(Br)ccc3NC(=O)[C@@]12C,-13,12,-8,-4,11,-6,-12,6,-9
CCCCCCOc1ccc(-c2ccc(C#N)cn2)cc1,14,1,2,3,-2,1,-7,1,4
CCCCN(CCCC)Cc1cc2ccccc2c2c1COC2,-1,7,-2,-1,8,-4,-8,4,6
CCCCN(C(=O)c1ccc(C)c(S(=O)(=O)N2CCOCC2)c1)c1c(N)n(CCCC)c(=O)[nH]c1=O,-2,0,-3,5,4,-1,3,14,2

# Quoted at random: 6 compounds from above
canonical_smiles,LYPLA2 counter,GSTO1 counter,PAD4 inh,PAFAH1B2 inh,PREPL inhibitor,LYPLA1 counter,PAFAH2 inh,PAFAH1B3 FP inh,pPAFAH inh
CCOc1cccc(C2/C(=C(/O)c3ccc4c(c3)CC(C)O4)C(=O)C(=O)N2Cc2cccnc2)c1 (centres undefined),5,-2,-4,0,-1,3,3,1,6
CCn1c(=O)cc(OCC(=O)NCCCN2CCC(C)CC2)c2ccccc21,1,-4,-5,6,10,2,8,3,1
CCCOc1ccc(Cc2c(Cl)nc(SC)nc2OC)cc1,1,1,-1,-1,7,-4,4,3,-1
Cc1ccc(S(=O)(=O)n2nc(C)c(Br)c2C)c(C)c1C,0,9,-4,3,11,1,-2,4,-8
CCCCn1c(C2CCCCC2)nc2cc3[nH]c(=O)c(C(C)C)nc3cc21,-2,3,-3,8,23,-5,-3,5,12
Cc1ccc(S(=O)(=O)N2CCOCC2)cc1NC(=O)CN1CCN(C)CC1,-5,/,1,-1,1,-3,-2,14,1

# The listing continues:
canonical_smiles,LYPLA2 counter,GSTO1 counter,PAD4 inh,PAFAH1B2 inh,PREPL inhibitor,LYPLA1 counter,PAFAH2 inh,PAFAH1B3 FP inh,pPAFAH inh
COc1ccc(N2CCN(CCOc3ccc4c(C)cc(=O)oc4c3)CC2)cc1,0,6,1,1,10,-6,6,-1,7
Fc1ccc(Br)cc1SCCc1ccncc1,1,4,-7,10,-8,-3,0,12,4
Cc1ccc(S(=O)(=O)N2CCCC(C(=O)Nc3cccnc3)C2)cc1 (centres undefined),2,35,-4,8,8,-1,9,7,1
O=C(NNC(=S)NCc1ccco1)c1ccccc1Br,3,4,2,2,6,4,0,8,2

# Assay outcomes (PubChem BioAssay)

# An excerpt; rates above refer to the full screens.
